Bioassay records: PubChem, National Center for Advancing Translational Sciences (NCATS)
KAT2A inh = blocks human GCN5L2 histone acetyltransferase | Q92830 | GCN5L2 HAT assay, ThioGlo1 CoA-SH fluorescence | Potency, µM (highest dose often 58.9 µM), without a hit: at the top dose activity change, negative = inhibition, actives largely listed as inhibitors | 390,000 tested, 0.21% active
Target sequence (Q92830 whole entry, looked up): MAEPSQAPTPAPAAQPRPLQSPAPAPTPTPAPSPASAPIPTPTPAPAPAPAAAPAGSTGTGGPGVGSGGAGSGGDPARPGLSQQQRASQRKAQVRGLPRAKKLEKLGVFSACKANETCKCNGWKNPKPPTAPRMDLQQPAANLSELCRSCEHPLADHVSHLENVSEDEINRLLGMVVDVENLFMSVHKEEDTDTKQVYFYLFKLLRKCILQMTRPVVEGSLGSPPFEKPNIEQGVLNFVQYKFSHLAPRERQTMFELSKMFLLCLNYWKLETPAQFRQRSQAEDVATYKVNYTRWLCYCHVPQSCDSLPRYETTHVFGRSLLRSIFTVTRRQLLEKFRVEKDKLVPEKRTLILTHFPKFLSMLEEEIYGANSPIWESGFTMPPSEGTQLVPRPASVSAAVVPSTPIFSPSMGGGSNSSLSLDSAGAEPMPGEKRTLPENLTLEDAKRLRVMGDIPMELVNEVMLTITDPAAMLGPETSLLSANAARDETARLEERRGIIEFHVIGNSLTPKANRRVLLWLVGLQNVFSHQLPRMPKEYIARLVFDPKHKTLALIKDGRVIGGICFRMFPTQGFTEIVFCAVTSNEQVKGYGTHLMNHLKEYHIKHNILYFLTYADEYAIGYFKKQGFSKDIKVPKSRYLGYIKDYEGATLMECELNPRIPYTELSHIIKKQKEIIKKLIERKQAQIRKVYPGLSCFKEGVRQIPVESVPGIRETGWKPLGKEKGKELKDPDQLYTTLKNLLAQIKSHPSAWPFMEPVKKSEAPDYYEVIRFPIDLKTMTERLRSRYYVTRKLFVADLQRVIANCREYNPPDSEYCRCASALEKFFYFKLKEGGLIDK
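Titration-based screen in which CoA formation is detected via maleimide probe ThioGlo1 (50uM) turning fluorescent on thiol reaction; substrates H3(1-25) 75uM and acetyl-CoA 70uM, GCN5L2 20nM, 20 min incubation at room temperature.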
TDP1 block = blocks human tyrosyl-DNA phosphodiesterase 1; Q9NUW8; recombinant TDP1, AlphaScreen DNA substrate cleavage; Potency, µM (top dose mostly 130 µM), inactives show top-dose activity change, negative = inhibition, most hits filed as inhibitors; 350,000 tested, 0.28% active; AID 485290; also: nearly all actives have a fitted effect of over 40% in size
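AlphaScreen read-out: signal falls as enzyme removes the 3' tyrosine-FITC from a 5'-biotinylated DNA oligo (15 nM, 5 min, RT). Enzyme was E. coli-made recombinant Tdp1 at 1 nM, exposed to compound for 15 min beforehand; beads 10 ug/ml, 10 min.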
TDP1 cell noCPT = qHTS for Inhibitors of human tyrosyl-DNA phosphodiesterase 1 (TDP1): qHTS in cells in absence of CPT; DT40 Tdp1-/- hTDP1 cells, no CPT, ATP luminescence, 48 h; Potency, µM (highest dose often 46.2 µM), inactives show top-dose activity change, negative = growth inhibition, usual class: inhibitors; 420,000 tested, 15% active; AID 686978, 2013; also: nearly all actives have a fitted effect of over 55% in size
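Cells were dispensed at 400 per well, compounds added by pin tool, plates incubated ≥48 hr at 37 °C, then CellTiter-Glo added for 30 min at room temperature before luminescence reading. Line: DT40 Tdp1-/- complemented with hTDP1; camptothecin omitted.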
Numbers without * were called inactive; ? = inconclusive; . = not tested or not shown; & = joins results of further samples; [ ] = another dose, or the depositor's remark. Calls follow the shape of the dose curve; as a rule, active = well fitted curve in the direction sought with a large enough effect; inconclusive = small, poorly fitted or top-dose-only effect, or another doubt; inactive = no such curve, though single readings can be large; an effect the other way counts as inactive or inconclusive. % is scaled to controls: 0 for no effect and ±100 for the full control effect; potency is read from the fitted curve at half-maximal effect. These rows are one share of the data; count on the stated rates, not on these rows.

Below each compound: KAT2A inh | TDP1 block | TDP1 cell noCPT
CCc1nn(CC(=O)NCc2ccco2)c(=O)c2cc3cc(F)ccc3n12
    -9% | 0% | -2%
Cc1nn(C)cc1CN(C)C(=O)c1nn2c(c1Cl)NC(c1cccs1)CC2C(F)(F)F (centres undefined)
    -2% | 2% | 13µM*
COc1cc2c(cc1OC)CN(C(=O)c1ccc3[nH]c(C)c(C)c3c1)CC2
    -18% | . | ?
CCn1c(SCC(=O)Nc2cccc(C)c2)nc2nc3c(cc2c1=O)COC(C)(C)C3
    -1% | 8% | 18µM*
CC(CN1CCCCC1)NC(=O)c1cccs1 (centres undefined)
    -12% | . | -5%
CCOC(=O)CSc1nnc(Cc2cc(=O)[nH]c(=O)[nH]2)n1-c1ccc(Cl)cc1
    1% | 1% | -11%
C=CCOc1ccc(/C=N/NC(=O)C(C)Sc2ccccn2)cc1OC (centres undefined)
    1% | 2% | 0%
O=C1CCNCCN1[C@H](CO)Cc1ccccc1
    -17% | . | -9%&-4%
Cc1cc(C)c2oc(C(=O)Nc3ccc(S(=O)(=O)N(C)c4ccccc4)cc3)cc(=O)c2c1
    -4% | -1% | ?
Cc1cc(NC(=O)CCC(=O)N(c2ccc(C)c(F)c2)C(C(=O)NC2CCCC2)c2ccco2)no1 (centres undefined)
    -10% | -3% | ?
CCc1ccccc1NC(=O)Nn1cnnc1
    0% | 2% | -1%
O=S(=O)(Nc1ccc(-c2nc3ccccc3o2)cc1)c1ccccc1
    -11% | 3% | -3%
Cc1ccccc1CNC(=O)c1cc2cc(S(=O)(=O)N3CCCCC3)ccc2n1C
    -4% | -3% | 18µM*
COc1ccc(CNC(=O)c2cccc(NC(=O)N3CCSc4ncccc43)c2)cc1
    -4% | 0% | ?
CC1CN(S(=O)(=O)c2cccc(C(=O)N(CCc3ccccc3)Cc3ccccc3)c2)CC(C)O1 (centres undefined)
    7% | 11% | 5.8µM*
CSc1nc(N)nc2c1ncn2CC(=O)NCc1ccccc1
    1% | 1% | ?
COc1ccc(S(=O)(=O)n2cnc3cc(C)c(C)cc32)cc1
    -5% | 2% | ?
CC(=O)Nc1ccc(N=Cc2c(O)c3ccccc3oc2=O)cc1
    -9% | . | -11%
COc1ccc(C2C(O)C(c3c[nH]c4ccccc34)=NN2C(=O)CCl)cc1 (centres undefined)
    -15% | 9% | 0.58µM*
O=C1Cc2cccc3cccc1c23
    2% | -4% | -9%
COc1ccc(S(=O)(=O)N(CC(=O)N2CCOCC2)c2ccc(F)cc2)cc1OC
    -4% | . | -2%
CSc1nnc(-c2cc3c(s2)-c2ccccc2CC3)o1
    -6% | . | ?
Cc1cc(OCC(=O)NCc2ccncc2)ccc1Cl
    0% | 4% | -21%
Cc1ccc(NC(=O)CNCc2cccs2)c(Br)c1
    -6% | . | 2%
O=C(NCCCc1ccccc1)c1ccncc1
    -14% | 6% | ?
CNC1C(O)[C@@H]2OC(O[C@@H]3C(O)C(O)C(N)C[C@H]3N)C(N)C[C@H]2O[C@H]1O[C@@H]1OC(CO)C(N)C(O)C1O (some centres undefined)
    15% | 7%[56.1 µM] | -5%
O=C(CSc1cccc2cccnc12)N/N=C/c1ccncc1
    -4% | 2% | -15%
CC1CCN(C(=O)c2[nH]cnc2C(=O)N(C)Cc2ccccc2)CC1
    -6% | 1% | -1%
COc1ccccc1OCC(=O)OCc1cc(-c2ccco2)on1
    -11% | 1% | -9%
Cc1cc(C)c2sc(N(Cc3cccnc3)C(=O)CCS(=O)(=O)c3ccccc3)nc2c1
    -8% | -5% | 2.9µM*
CC(=O)Nc1ccc(Sc2ncccc2C(=O)Nc2cc(Cl)cc(Cl)c2)cn1
    -9% | 5% | ?
CCOCCCNC(=O)C(=O)Nc1c2c(nn1-c1ccccc1)CSC2
    -7% | 8% | -19%
Cc1onc(-c2ccccc2Cl)c1C(=O)Nc1ccc2c(c1)OCO2
    33%[activator] | 3% | -5%
CC(C)(/C=N/NC(=O)CSCc1ccc(Cl)cc1)CCC#N
    -9% | 5% | -2%
Cc1cccn2c(=O)c(/C=C(\C#N)C(=O)NC3CCS(=O)(=O)C3)c(N3CC(C)OC(C)C3)nc12 (centres undefined)
    1% | 0% | -23%
O=C(O)c1cccc(NC(=S)NC(=O)c2ccc(-c3ccc(Cl)cc3)o2)c1
    -28% | . | 1%
O=C(O)C1C2C=CC(C2)C1C(=O)NC1CCN(Cc2ccccc2)CC1 (centres undefined)
    -6% | 3% | -8%
Cc1ccc(-n2c(SCC(=O)N3CC(=O)Nc4ccccc43)nc3ccccc3c2=O)cc1C
    33%[activator] | -1% | -25%
CCN(CC1CCCO1)C(=O)c1cc(COc2cc(C)c(Cl)c(C)c2)on1 (centres undefined)
    -19% | . | ?
CC1CCCCN1CCCNc1ccc(C(CC(N)=O)NC(=O)Cc2ccc(Br)cc2)cc1[N+](=O)[O-] (centres undefined)
    2% | . | -17%
Cc1ccc(COc2ccc(/C=N/NC(=O)c3nnn(-c4nonc4N)c3COc3ccc(F)cc3)cc2)cc1
    7% | . | ?
Cc1ccc(OCc2nc(-c3ccc(C(=O)NCc4ccc(OC(C)C)cc4)cc3)oc2C)cc1
    -5% | 3% | 21µM*
O=C(NCC1COc2ccccc2O1)C1CCN(S(=O)(=O)c2ccccc2)CC1 (centres undefined)
    -4% | -4% | -19%
Cc1cc2oc(=O)cc(CN3CCOCC3)c2c(C)c1Cl
    0% | . | 0%
COc1ccccc1CCCNC(=O)C1CCC(=O)N(CCc2cccc(F)c2)C1 (centres undefined)
    -3% | 4% | 18µM*
CCC(C)NC(=O)C1CCN(S(=O)(=O)c2cccnc2)CC1 (centres undefined)
    -2% | 0% | -9%
CCOc1ccccc1OCCCCn1c(-c2ccc(Cl)cc2)nc2ccccc2c1=O
    -1% | . | -9%
CCOC(=O)C1CCN(C(=O)Cn2ncc3c4ccccc4n(C)c3c2=O)CC1
    2% | -5% | ?
O=C1OC(/C=C/c2ccc(Cl)cc2Cl)=NC/1=C\c1cccs1
    -8% | 5% | -26%
O=C(COC(=O)CCCSc1nc2ccccc2[nH]1)Nc1ccc(Cl)cc1
    -6% | 3% | ?
COc1ccc(OCC(=O)c2c(O)c3ccccc3oc2=O)cc1
    2% | -11% | -26%
COC(=O)c1cc(OC)c(OC)cc1NC(=O)c1ccc2c(c1)CCN2S(=O)(=O)c1ccccc1
    -3% | -2% | 2%
CCn1c2ccccc2c2cc(NC(=O)CNCC3CCCO3)ccc21 (centres undefined)
    -2% | 4% | ?
COc1ccc(Cl)cc1NC(=O)c1cccc(N2C(=O)C3CC=CCC3C2=O)c1 (centres undefined)
    0% | 0% | ?
COC(=O)c1ccc(NC(=O)CNC(=O)C2CCCCC2)cc1
    -3% | -2% | -5%
O=C(CCn1nc(-c2ccccc2)ccc1=O)N1CCOCC1
    -6% | 2% | -19%
CN(C)c1nc(N)nc(Nc2ccccc2C#N)n1
    5% | 6% | -2%
S=c1nc(-c2ccccc2)c(-c2ccccc2)n[nH]1
    -3% | -8% | 2%
CCC(O)(CC)C(=O)NN(C(=O)CCl)c1ccccc1
    0% | 5% | 15µM*
O=C(NCc1ccccc1F)C1CCN(c2nn3cc(-c4ccc(F)cc4)nc3s2)CC1
    -3% | 4% | 2%

(continued)
| SMILES | KAT2A inh | TDP1 block | TDP1 cell noCPT |
| --- | --- | --- | --- |
| COC(=O)c1ccc(NC(=O)C(=O)NCCc2sc3nc(-c4ccc(OC)cc4)nn3c2C)cc1 | 1% | 0% | -23% |
| O=C(CCNC(=O)C1CCN(S(=O)(=O)c2ccccc2)CC1)NCc1ccc(Cl)cc1Cl | 3% | 5% | ? |
| O=C(CS(=O)(=O)Cc1ccccc1)NCC1CCCO1 (centres undefined) | -4% | 9% | -15% |
| COc1ccc(C2=NO[C@@H]3[C@@H]4C[C@@H]([C@H]5C(=O)N(c6ccc7c(c6)OCO7)C(=O)[C@@H]45)[C@H]23)cc1OC | 35%[activator] | 4% | -2% |
| CCCCOc1ccc(/C=C(\C(=O)O)c2ccc(S(=O)(=O)N3CCCC3)s2)cc1 | -20% | 1% | ? |
| Cc1ccc(S(=O)(=O)N2CCN(C(=O)CSc3nccn3C)CC2)cc1 | -3% | -1% | -29% |
| Cc1ccc(C)c(CN2C(=O)c3ccccc3S(=O)c3ccc(C(=O)N4CCCCC4)cc32)c1 (centres undefined) | -1% | 6% | 16µM* |
| CCOC(=O)c1cccc2c(=O)c(C(=O)c3ccc(Cl)cc3)c(C(=O)OC)[nH]c12 | -1% | 5% | 0% |
| Cc1cc(C)cc(NC(=O)CN2CCc3ccccc3C2)c1 | -13% | -4% | -25% |
| N#Cc1nc(-c2ccc(OCc3ccccc3Cl)cc2)oc1N1CCCCCC1 | . | 6% | 11µM* |
| CCc1ccc(NC(=O)CCCc2nnc3n(C(C)CC)c(=O)c4sccc4n23)cc1 (centres undefined) | -3% | 3% | -80% |
| Cc1ccccc1CNC(=O)CCC(=O)N1CCSc2ccccc21 | 1% | -8% | ? |
| O=C(Cn1c(-c2cccs2)cc2ccccc21)N1CCN(c2ccc(F)cc2)CC1 | -5% | 1% | ? |
| Oc1ccc(Nc2nc3ccccc3n3cnnc23)cc1 | 1% | -1% | ? |
| COCCNC(=O)C(c1ccncc1)N(Cc1ccccc1)C(=O)Cn1nnc2ccccc21 (centres undefined) | 7% | 4% | -2% |
| COc1ccc(-c2nnn(Cc3ccccc3)n2)cc1OC | -8% | . | -20% |
| O=C(CSc1nc2ccccc2[nH]1)N/N=C/C=C\c1ccccc1[N+](=O)[O-] | -4% | 0% | 21µM* |
| O=C(OCCCN=C1NS(=O)(=O)c2ccccc21)c1ccccc1 | -5% | 2% | -1% |
| COc1ccc2c(OC)cc(=O)n(C)c2c1 | 1% | 5% | -9% |
| COc1ccc(-c2cc3cccc(OC)c3oc2=O)cc1 | -13% | . | -1% |
| Cn1c(CNC(=O)c2ccco2)nnc1SCC(=O)Nc1cccc(F)c1 | -5% | 3% | -5% |
| O=C(COC(=O)/C=C/c1ccccc1)NNC(=O)c1ccc([N+](=O)[O-])cc1 | -7% | . | -2% |
| CN(CCc1ccccn1)C(=O)CCC1CCCN(C(=O)c2ccccn2)C1 (centres undefined) | -2% | 0% | -1% |
| COc1ccc(Br)cc1CNC(=O)CCCn1c(=O)c2cccn2c2cccnc21 | -3% | -8% | 18µM* |
| CC1CN(C(=S)SCC(=O)c2ccccc2)CC(C)O1 (centres undefined) | -2% | 0% | ? |
| O=C(Nc1cccc(NC(=O)c2cccs2)c1)c1ccc2c(c1)OCO2 | -8% | 2% | 12µM* |
| COCCn1c(C)cc(C(=O)COC(=O)c2ccc(N3CCCC3=O)cc2)c1C | -6% | 2% | -24% |
| O=C(Nc1ccccc1Cl)N1CCN(C/C=C/c2ccccc2)CC1 | -1% | 2% | ? |
| Cn1c(=O)c2c(nc(CN3CCN(Cc4ccccc4)CC3)n2Cc2cccc(Cl)c2)n(C)c1=O | -6% | 4% | 16µM* |
| CCC1CCCCN1C(=O)N[C@@H](Cc1ccccc1)C(=O)O (some centres undefined) | -2% | 0% | 2% |
| O=C(O)c1ccc(OS(=O)(=O)c2ccc(Cl)s2)c(Cl)c1 | -6% | 0%[56.1 µM] | -16% |
| O=C(NC1CCCCC1)c1ccc(-c2ccc(Cl)cc2)o1 | -18% | 8% | ? |
| COc1ccccc1NC(=O)c1ccc(NC(=O)CSc2ncn[nH]2)cc1 | 23% | -3% | 3% |
